Coupling enz = inhibits coupling enzyme system, counter-screen for aldolase hits | 290,000 tested, 0.67% active | activity change, negative = inhibition, % at 58.2 µM, hits read low | coupling enzyme system counterscreen, AmpLite Red fluorescence; in the data active = activity change below about -30%; also: % is scaled to controls: 0 for no effect and ±100 for the full control effect
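First, compound is pin-transferred into glyceraldehyde-3-phosphate coupling-enzyme reagent at 57.5 uM final and held 10 min at RT. Next, substrate, coupling system and AmpLite Red are added. After 20 min RT, fluorescence (525/598 nm) is read.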
TRPV1 agonist = agonists of human vanilloid receptor 1 (TRPV1); Q8NER1; TRPV1-expressing cells, Fluo-8 calcium influx, agonist mode; activation, % at 8.33 µM; 320,000 tested, 0.19% active; in the data active = activation above about 80%; inconclusive = between about 30% and that limit; also: 0% is about no effect
Target sequence (Q8NER1 whole entry, looked up): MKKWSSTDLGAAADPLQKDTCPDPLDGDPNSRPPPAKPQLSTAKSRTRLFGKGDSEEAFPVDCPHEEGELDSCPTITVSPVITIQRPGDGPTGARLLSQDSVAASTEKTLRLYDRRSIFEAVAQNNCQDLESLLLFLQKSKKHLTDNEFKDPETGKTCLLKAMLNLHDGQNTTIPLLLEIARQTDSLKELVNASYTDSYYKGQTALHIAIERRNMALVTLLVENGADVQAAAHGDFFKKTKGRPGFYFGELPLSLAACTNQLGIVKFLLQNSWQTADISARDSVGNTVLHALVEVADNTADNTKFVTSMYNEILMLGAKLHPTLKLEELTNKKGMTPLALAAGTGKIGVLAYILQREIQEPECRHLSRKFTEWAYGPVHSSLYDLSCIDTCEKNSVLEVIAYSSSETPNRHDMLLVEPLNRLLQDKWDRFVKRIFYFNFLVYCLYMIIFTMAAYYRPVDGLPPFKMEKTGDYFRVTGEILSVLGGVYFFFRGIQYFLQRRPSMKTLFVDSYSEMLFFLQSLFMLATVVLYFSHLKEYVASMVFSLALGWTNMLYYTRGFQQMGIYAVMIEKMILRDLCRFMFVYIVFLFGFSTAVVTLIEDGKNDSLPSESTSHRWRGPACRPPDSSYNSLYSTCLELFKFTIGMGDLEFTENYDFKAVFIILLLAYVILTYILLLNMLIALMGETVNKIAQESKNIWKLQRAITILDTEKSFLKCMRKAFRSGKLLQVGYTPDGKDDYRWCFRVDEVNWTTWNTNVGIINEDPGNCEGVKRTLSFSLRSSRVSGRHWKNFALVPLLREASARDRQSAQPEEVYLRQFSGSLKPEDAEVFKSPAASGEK
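Fluo-8 calcium influx in TRPV1-expressing cells, kinetic read (ex 480/em 520 nm). Compound added and read 3 min for agonist activity, followed by capsaicin at EC20 final and 2 min further read for enhancement.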
KCNH2 WT inh = blocks the wildtype human KCNH2 potassium channel; Q12809; U2OS, BacMam KCNH2, thallium flux FluxOr; hits give low values; activity change, % at 1.84 µM; 340,000 tested, 0.37% active; AID 720551;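 active = maximum activity change below -70%; inconclusive = maximum activity change between -70% and -50%; inactive = maximum activity change above -50%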; also: % is scaled to controls: 0 for no effect and ±100 for the full control effect
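U2OS cells transduced with wild-type KCNH2 virus are loaded with FluxOr dye for 45 min, and thallium flux is measured in kinetic reads before and after stimulation buffer. Rate constants are normalized to DMSO controls.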
PKM2 act = increases activity of human pyruvate kinase M2; P14618; purified PKM2, Kinase-Glo ATP luminescence, activation; response scale: 0% is enzyme alone, no compound; Potency, µM (top dose mostly 57.5 µM), inactives show at the highest dose activation, hits mostly activators; 260,000 tested, 0.34% active; also: potency is read from the fitted curve at half-maximal effect; % is scaled to controls: 0 for no effect and ±100 for the full control effect; nearly all actives have a fitted effect of over 55% in size
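Kinase-Glo luminescence reports ATP generated from ADP (0.1 mM) and PEP (0.5 mM) by purified hPK-M2 after 1 h at room temperature, pH 7.2 imidazole buffer; intermediate enzyme activity allows detecting inhibitors and activators.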
MLL CXXC-DNA inh = MLL CXXC-DNA interaction inhibition. Q03164. MLL-CXXC / FITC-HOXA9 DNA fluorescence polarization. Potency, µM (highest dose often 115 µM), inactives show top-dose activity change, negative = inhibition, actives largely listed as inhibitors. 290,000 tested, 0.037% active. AID 2662; active = well fitted inhibition curve with a large enough effect in the polarisation, with a control signal flat, not every such curve was filed as active; inconclusive = small, poorly fitted or top-dose-only effect, or effect the other way, or a change in a side signal; inactive = no such curve, though single readings can be large or run the other way; the % refers to the polarisation; also: potency is read from the fitted curve at half-maximal effect
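Purified MLL-CXXC (added from a 7 uM solution) was preincubated 5 min at ambient with pinned compounds in 50 mM Tris-HCl pH 7.5, 50 mM NaCl, 1 mM DTT, 0.05% BSA. Fluorescein-labeled HOX-A9 DNA (50 nM solution) followed, 30 min, then polarization read.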
B2AR arrestin = agonists driving beta-arrestin recruitment to human beta2-adrenergic receptor; P07550; beta-arrestin recruitment to beta2AR, cell-based reporter; Potency, µM (titrated, usually from 46.1 µM), for inactives: at the highest dose activation, usual class: activators; 330,000 tested, 0.02% active;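 also: potency is read from the fitted curve at half-maximal effect; 0% = DMSO controls and full agonism = EC100 isoproterenol or metaproterenol; nearly all actives have a fitted effect of over 65% in size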
USP2a block = USP2a (human) protease inhibition; Potency, µM (series often up to 38.3 µM), for inactives: at the highest dose activity change, negative = inhibition, most hits filed as inhibitors; AID 463254; 330,000 tested, 0.01% active; USP2 core, Ub-CHOP2 coupled fluorogenic reporter, 485/531;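 also: potency is read from the fitted curve at half-maximal effect; plate controls were DMSO wells for no effect and full inhibition by NEM control for full effect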
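USP2 core (10nM final) preincubated 30min RT with compound in 20mM Tris-HCl pH 8.0, 2mM CaCl2, 2mM beta-mercaptoethanol, 0.05% CHAPS; 25nM Ub-CHOP2 plus 25nM reporter substrate added, fluorescence (Ex485/Em531) read after 60min.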
KCNH2 3.1 block = KCNH2 3.1 (human) potassium channel inhibition; 340,000 tested, 0.95% active; U2OS KCNH2 3.1, thallium flux FluxOr; hits give low values; activity change, % (tested at about 1.8 µM);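 active = maximum activity change below -70%; inconclusive = maximum activity change from -70% to -50%; inactive = maximum activity change above -50%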;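 also: thallium influx rate constant from kinetic fluorescence after stimulation buffer; % is scaled to controls: 0 for no effect and ±100 for the full control effect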
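Thallium flux read-out: FluxOr dye with Red40 quencher in HBSS/HEPES, 45 min at RT. Rate constants from kinetic reads were normalized to positive and negative DMSO controls. Cells: U2OS virally expressing the 3.1 isoform.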
Giardia killer = Giardia lamblia killing; Giardia lamblia trophozoite viability; activity change, % at 7.66 µM, hits read low; 340,000 tested, 0.15% active; in the data active = activity change below about -80%; inconclusive = between about -30% and that limit;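 also: parasites exposed to compound for two days anaerobically before the ATP read; % is scaled to controls: 0 for no effect and ±100 for the full control effect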
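Each well holds 100 Giardia trophozoites and compound. After two days (48 hrs) at 37 deg C in anaerobic conditions, ATP is quantified by luminescence.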
Menin-MLL TR inh = inhibitors of human menin-MLL interaction, mutant MLL peptide. Potency, µM (titrated, usually from 61.6 µM), without a hit: top-dose FP activity change, negative = inhibition, usual class: inhibitors. Menin + Texas Red MLL mutant peptide, fluorescence polarization. 270,000 tested, 0.23% active; active = well fitted inhibition curve with a large enough effect in the polarisation, with a control signal flat, not every such curve was filed as active; inconclusive = small, poorly fitted or top-dose-only effect, or effect the other way, or a change in a side signal; inactive = no such curve, though single readings can be large or run the other way; the % refers to the polarisation; also: potency is read from the fitted curve at half-maximal effect; % of control where 0% means no effect; many of its hits are not listed in these tables
GALK inh = blocks human galactokinase activity; P51570; Purified GALK, Kinase-Glo residual ATP luminescence; Potency, µM (top dose mostly 57.5 µM), without a hit: top-dose activity change, negative = inhibition, hits mostly inhibitors; 270,000 tested, 0.007% active; AID 1868; also: potency is read from the fitted curve at half-maximal effect; % is scaled to controls: 0 for no effect and ±100 for the full control effect
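ATP-depletion format; final 35 uM ATP, 100 uM D-galactose, 5 nM enzyme; pH 8.0 HEPES/Mg2+ buffer; 60 min RT; luminescence read 10 min after detection reagent.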
Starred values were filed as active, the others as inactive; ? = inconclusive; · = not tested or not shown; [ ] = remark or other dose. Unless noted, calls follow the shape of the dose curve; as a rule, active = well fitted curve in the direction sought with a large enough effect; inconclusive = small, poorly fitted or top-dose-only effect, or another doubt; inactive = no such curve, though single readings can be large; an effect the other way counts as inactive or inconclusive. Some of the compounds tested; count on the stated rates, not on these rows.

cpd	SMILES	Coupling enz	TRPV1 agonist	KCNH2 WT inh	PKM2 act	MLL CXXC-DNA inh	B2AR arrestin	USP2a block	KCNH2 3.1 block	Giardia killer	Menin-MLL TR inh	GALK inh
1	COCCN(C(=S)Nc1cccc(OC)c1)C(C)c1cccs1 (stereo not given)	-5.6	1.3	1.0	-4.3%	-3.2%	0.1%	-3.4%	4.4	-19.3	0.0%	0.6%
2	O=C(NCc1cccs1)c1ccc(N2CCCC2=O)cc1	5.3	2.8	-3.9	3.3%	16.1%	0.1%	3.1%	-12.7	-19.0	8.0%	-0.4%
3	O=C(CSc1nnc(-c2cccs2)n1-c1ccccc1)NCC1CCCO1 (stereo not given)	0.5	-0.3	-15.7	-0.9%	-5.7%	·	·	0.3	-5.6	-0.1%	-1.2%
4	Cc1ccc(NC(=O)c2cc(-c3cc(C)c(C)cc3O)n[nH]2)cc1C	0.7	1.2	5.8	·	1.0%	-0.2%	-0.2%	-6.7	-0.6	-23.1%	-0.3%
5	CCOc1ccc(Cl)cc1CNCCCSc1ncccn1	3.6	-0.8	-11.9	10.8%[11.5 µM]	-2.3%	0.3%	3.4%	-2.4	6.8	-12.6%	6.8%
6	Cc1noc(C)c1S(=O)(=O)N1CCC(C(=O)N2CCN(c3ccc(F)cc3)CC2)CC1	1.9	8.5	-1.3	-2.2%	-0.8%	-0.8%	4.0%	3.6	13.8	23.9%	-0.1%
7	N#Cc1c(N)n(-c2ccc(O)cc2)c2nc3ccccc3nc12	0.2	-3.4	8.4	-15.4%	11.5%	-0.1%	3.2%	-3.4	-4.1	-0.3%	-2.8%
8	CC(C)(C)C(=O)Nc1ccc(C(=O)Nc2cc(NC(=O)c3ccc(NC(=O)C(C)(C)C)cc3)cc(C(=O)O)c2)cc1	-2.2	0.2	3.6	0.4%	-21.7%	0.5%	-0.9%	-0.8	8.7	?	-6.4%
9	Cc1nc(NC(=O)CSc2nnc(C3CC3)n2N)c(Cl)cc1Cl	·	·	-12.0	·	·	-0.3%	-0.4%	16.3	17.6	·	·
10	CCOC(=O)C1(C(C)(C)CC)CC(CSc2nc3ccccc3[nH]2)OC1=O (stereo not given)	-0.7	25.1	-2.1	8.2%	-4.0%	-0.6%	2.1%	3.6	-10.5	15.9%	-1.7%
11	O=C(CCC(=O)N1CCN(c2ccccc2F)CC1)c1ccc(F)cc1	0.0	·	-14.8	-4.0%	-7.0%	-0.8%	-0.3%	-5.8	-13.4	·	1.1%
12	O=C(C1=C[C@@H](c2ccc(C(F)(F)F)cc2)C[C@@H](OCCCCO)O1)N1CCOCC1	1.0	18.6	-7.8	-0.9%	-18.3%	-0.4%	1.1%	8.6	10.4	-18.6%	-0.2%
13	COCCN(Cc1cc2cc(C)ccc2n2nnnc12)C(=S)Nc1ccc(C)cc1	3.9	4.8	·	0.2%	1.8%	0.0%	0.3%	20.8	4.2	11.7%	6.9%
14	O=C(Nc1ccccc1)Nc1nnc(-c2ccccc2)s1	1.8	3.1	3.6	-1.5%	-10.0%	-0.1%	0.3%	17.6	1.0	·	-0.4%
15	O=C(c1ccc(COc2c(F)c(F)c(F)c(F)c2F)o1)N1CCOCC1	-1.1	-7.5	4.2	2.8%	4.4%	-0.9%	1.8%	6.7	-7.3	-15.9%	-0.4%
16	NS(=O)(=O)c1ccc(NC(=O)COC(=O)c2ccc3c(c2)OCCO3)cc1	2.5	-0.4	-0.9	-1.2%	17.2%	0.1%	0.6%	5.5	-7.0	1.8%	-2.8%
17	CCCCNC(=O)N(O)C1N(/N=C/c2cccs2)C(=S)SC1(C)C (stereo not given)	1.7	0.3	3.7	-0.5%	-2.4%	-0.1%	12.5%	1.7	-14.6	·	-2.9%
18	COc1ccccc1C(=O)Nc1c2c(nn1-c1ccc([N+](=O)[O-])cc1)CS(=O)(=O)C2	0.1	0.9	3.4	·	-5.9%	-0.1%	3.0%	13.2	0.0	-1.2%	0.5%
19	COc1cccc(NC(=O)CN(C)C(=O)c2cccnc2Sc2ccc(C)c(C)c2)c1	·	9.0	-2.8	·	·	-1.0%	-0.5%	5.5	-11.8	·	·

By substructure: the entries above containing a Cl atom (two)
cpd	SMILES	Coupling enz	TRPV1 agonist	KCNH2 WT inh	PKM2 act	MLL CXXC-DNA inh	B2AR arrestin	USP2a block	KCNH2 3.1 block	Giardia killer	Menin-MLL TR inh	GALK inh
5	CCOc1ccc(Cl)cc1CNCCCSc1ncccn1	3.6	-0.8	-11.9	10.8%[11.5 µM]	-2.3%	0.3%	3.4%	-2.4	6.8	-12.6%	6.8%
9	Cc1nc(NC(=O)CSc2nnc(C3CC3)n2N)c(Cl)cc1Cl	·	·	-12.0	·	·	-0.3%	-0.4%	16.3	17.6	·	·

Looked up by structure from above (two):
cpd	SMILES	Coupling enz	TRPV1 agonist	KCNH2 WT inh	PKM2 act	MLL CXXC-DNA inh	B2AR arrestin	USP2a block	KCNH2 3.1 block	Giardia killer	Menin-MLL TR inh	GALK inh
17	CCCCNC(=O)N(O)C1N(/N=C/c2cccs2)C(=S)SC1(C)C (stereo not given)	1.7	0.3	3.7	-0.5%	-2.4%	-0.1%	12.5%	1.7	-14.6	·	-2.9%
14	O=C(Nc1ccccc1)Nc1nnc(-c2ccccc2)s1	1.8	3.1	3.6	-1.5%	-10.0%	-0.1%	0.3%	17.6	1.0	·	-0.4%

High-throughput results: PubChem BioAssay, National Center for Advancing Translational Sciences (NCATS)
